Screens as filed in PubChem.
miR122 inh = blocks miR-122 activity in Huh7 sensor cells; Huh7 miR-122 Renilla luciferase sensor, 48 h; neutral wells = 0, positive control = 100; activation (reporter increase), % at 12.5 µM; 340,000 compounds, 0.3% hits; AID 602342;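 active = mean replicate activation score at least 90 and every replicate individually at or above 90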;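 also: higher luciferase means less miR-122 activity so hits act as miR-122 inhibitors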
PGC1a acetyl inh = PGC1a acetylation modulation, inhibitor mode | U2OS PGC1a acetylation, AlphaScreen anti-acetyl-lysine; with virally co-expressed GCN5 acetyltransferase | inhibition, % at 15.6 µM | 350,000 compounds, 0.17% hits;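 active = every replicate shows inhibition of at least 40%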;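 also: 0% = neutral control wells and 100% = positive control wells; some results beyond the cut were filed as inactive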
Starred values were filed as active, the others as inactive; [ ] = dose if it differs, or a comment.

Every second line gives: miR122 inh, PGC1a acetyl inh
#1 COCCN1CN(S(=O)(=O)c2ccc(Cl)cc2)c2nc3ccccc3nc21
    0, 2
#2 CCOC(=O)c1nc2sc3c(c2c(=O)[nH]1)CCCC3
    10, -13
#3 COc1ccccc1NC(=O)c1cc2n(n1)C(C(F)(F)F)CC(c1ccc3c(c1)OCO3)N2 (stereo not drawn)
    -2, -12
#4 CCCN(CCC)C1=N/C(=C\c2ccco2)C(=O)N1c1ccccc1
    -6, 2
#5 CCCC#Cc1cnc2c(c1)C(=O)N([C@@H](C)CO)C[C@H](C)[C@H](CN(C)Cc1ccccc1F)O2
    16[16.7 µM], -12
#6 COc1ccc(-c2nnc(SCC(=O)c3ccco3)n2-c2ccccc2)cc1
    -2, 1
#7 CCN(C(=O)Cc1c(C(=O)O)[nH]c2ccccc12)c1ccc(OC)cc1
    1, 1
#8 CCC(=O)N1CCc2cc(Br)cc(S(=O)(=O)NCc3ccco3)c21
    39, -17
#9 CCCCOc1ccc(/C(O)=C2/C(=O)C(=O)N(CCCOC)C2c2ccncc2)cc1 (stereo not drawn)
    0, 13
#10 CC(NC(=O)CCl)c1ccc(Cl)c(Cl)c1 (stereo not drawn)
    -14, 0
#11 COc1c(F)c(F)c(C(=O)O)c(Nc2ccc(C)cc2)c1F
    -12, -7
#12 O=C(Nc1ccc(Cl)cc1)C1=Cc2ccccc2OC1
    24, 0
#13 CCC1(CC)C(=O)NN(c2ccccc2)C1=O
    0, 1
#14 O=C(N/N=C/C(Br)=C\c1ccccc1)c1n[nH]c2c1CCC2
    70, -91
#15 Cc1c(Cl)cccc1NC(=O)CSCc1cc(=O)[nH][nH]1
    -7, -3
#16 Cc1csc(SCc2nnc(-c3ccc(Cl)cc3)o2)n1
    -9, -26
#17 COc1ccc(C[C@@H]2OC3(C=CC(=O)C=C3)O[C@H]2Cc2ccc(OC)cc2)cc1
    -21, 90*
#18 O=C(COc1ncnc2ccccc12)c1ccc2c(c1)OCCO2
    -3, 7
#19 Cc1cc(C(=O)CSc2nc3ccccc3[nH]2)c(C)n1CC1CCCO1 (stereo not drawn)
    27, 21
#20 Oc1ccc(CNCC2COc3ccccc3O2)cc1 (stereo not drawn)
    3, 0
#21 COc1ccc(/C(O)=C/C(=O)C(=O)NNC(=O)C(O)(c2ccccc2)c2ccccc2)cc1
    -7, -2
#22 CC(C)(C)c1ccc(-c2nnc(SCC(=O)c3ccc4c(c3)OCCO4)o2)cc1
    -4, -6
#23 O=C(OCC(=O)N1CCN(C(=O)c2ccco2)CC1)c1cc(-c2ccc(Cl)c(Cl)c2Cl)nc2ccccc12
    2, 7
#24 COc1ccc(C(=O)Nc2cc(Cl)ccc2Cl)c(OC)n1
    3, -4
#25 COC(=O)c1cc(C(=O)Nc2cc(C)ccn2)cc([N+](=O)[O-])c1
    3, 3
#26 COCCOc1cnn(-c2cc(Oc3ccc(C)cc3)ncn2)c(=O)c1Cl
    1, -3
#27 CC1CC(C)CN(CCCNC(=O)c2ccc3c(c2)NC(=O)C(N2CCCCC2)S3)C1 (stereo not drawn)
    -16, -6
#28 O=C(c1ccccc1)c1ccccc1N/C=C/c1nnnn1-c1ccccc1
    4, 0
#29 COc1ccc(Oc2nc(C(F)(F)F)nc3ccccc23)cc1
    -2, 9
#30 Cc1ccc2nsnc2c1S(=O)(=O)NCc1ccncc1
    2, 11
#31 CCOc1ccc2nc(NS(C)(=O)=O)sc2c1
    5, 6
#32 COn1c(=O)c(=O)n(OC)c2ccccc21
    -3, -1
#33 CCCCN(C(=S)Nc1ccccc1)C1CCS(=O)(=O)C1 (stereo not drawn)
    0, -25
#34 CCOC(=O)c1nnn(-c2nonc2-n2cccc2)c1CCl
    -5, -6
#35 Cc1ccc2cc(CN(C(=O)c3ccco3)c3ccccc3)c(=O)[nH]c2c1
    -6, -1
#36 COc1ccccc1C/C(N)=N/OC(=O)c1cccc([N+](=O)[O-])c1
    -5, -2
#37 O=C(Nc1ccccc1C(=O)N1CCCCC1)c1cccc(S(=O)(=O)N2CCOCC2)c1
    2, 3
#38 CN(CC(O)COc1ccc(OCC(O)CN(C)C2CCCCC2)cc1)C1CCCCC1 (stereo not drawn)
    -2, -5
#39 CCN(CC)c1ccc2cc(-c3nc4ccccc4n3C)c(=O)oc2c1
    27, 10
#40 CCc1nc(N2CCN(C(=O)c3ccco3)CC2)c2oc3ccccc3c2n1
    -1, -22
#41 N#C/C(=C\c1cccs1)Sc1nc2ccccc2s1
    8, 11
#42 O=C(c1ccc2c(c1)OCO2)N(c1ccc(F)cc1)C1C=CS(=O)(=O)C1 (stereo not drawn)
    0, -14
#43 c1ccc2c(CSCCc3ccncc3)cccc2c1
    2, 2
#44 CCCCS(=O)(=O)C(=C1Nc2ccccc2N1)S(=O)(=O)CCCC
    8, -4
#45 c1nnnn1C12CC3CC(CC(C3)C1)C2
    0, -1

An excerpt from above in order of formula weight, rising.
Every second line gives: miR122 inh, PGC1a acetyl inh
#45 c1nnnn1C12CC3CC(CC(C3)C1)C2
    0, -1
#32 COn1c(=O)c(=O)n(OC)c2ccccc21
    -3, -1
#31 CCOc1ccc2nc(NS(C)(=O)=O)sc2c1
    5, 6
#43 c1ccc2c(CSCCc3ccncc3)cccc2c1
    2, 2
#41 N#C/C(=C\c1cccs1)Sc1nc2ccccc2s1
    8, 11
#29 COc1ccc(Oc2nc(C(F)(F)F)nc3ccccc23)cc1
    -2, 9
#34 CCOC(=O)c1nnn(-c2nonc2-n2cccc2)c1CCl
    -5, -6
#33 CCCCN(C(=S)Nc1ccccc1)C1CCS(=O)(=O)C1 (stereo not drawn)
    0, -25
#36 COc1ccccc1C/C(N)=N/OC(=O)c1cccc([N+](=O)[O-])c1
    -5, -2
#39 CCN(CC)c1ccc2cc(-c3nc4ccccc4n3C)c(=O)oc2c1
    27, 10
#42 O=C(c1ccc2c(c1)OCO2)N(c1ccc(F)cc1)C1C=CS(=O)(=O)C1 (stereo not drawn)
    0, -14
#40 CCc1nc(N2CCN(C(=O)c3ccco3)CC2)c2oc3ccccc3c2n1
    -1, -22
#38 CN(CC(O)COc1ccc(OCC(O)CN(C)C2CCCCC2)cc1)C1CCCCC1 (stereo not drawn)
    -2, -5
#37 O=C(Nc1ccccc1C(=O)N1CCCCC1)c1cccc(S(=O)(=O)N2CCOCC2)c1
    2, 3

(more compounds)
Every second line gives: miR122 inh, PGC1a acetyl inh
#46 Cc1snc2sc(C(=O)c3ccc(Br)cc3)c(N)c12
    6, -1
#47 Cc1csc(C2=C(O)CN(CCc3ccccc3)C2=N)n1
    -4, -2
#48 O=C(Cc1ccc(S(=O)(=O)N2CCOCC2)s1)Nc1ccc(S(=O)(=O)N2CCCCC2)cc1
    34, -1
#49 Cn1c(Cn2cnc3ccccc32)nnc1SCC(=O)CC(=O)Nc1ccccc1
    1, -1
#50 Cc1cc(OC(=O)c2ccco2)c(Sc2ccccc2[N+](=O)[O-])c(=O)o1
    2, 7
#51 CCOC(=O)C(C)S(=O)(=O)c1ccc(C(F)(F)F)cn1 (stereo not drawn)
    0, -3
#52 CC(C)NC(=O)COc1ccc(Cl)cc1Cl
    38, 11
#53 COC(=O)c1cc(C(=O)OC)cc(N2C(=O)CC(N3CCN(c4ccccc4)CC3)C2=O)c1 (stereo not drawn)
    -5, 3
#54 Nc1nc(N2CCOCC2)cc(=O)[nH]1
    -5, 11
#55 COCCNC(=O)/C(C#N)=C/c1ccc(-c2ccc(OC)cc2[N+](=O)[O-])o1
    8, 3
#56 O=C(Nc1sc2c(c1C(=O)O)CCC2)c1cccs1
    202*, -8
#57 COC(=O)Cc1c(C)nc2nc(-c3ccc(C)cc3)[nH]n2c1=O
    -4, -3
#58 O=C1CC(O)(C(F)F)Oc2ccc3ccccc3c21 (stereo not drawn)
    -4, -2
#59 COc1ccccc1-c1nnc(Sc2nc([N+](=O)[O-])nn2C)o1
    45, -37
#60 CCOC(=O)Cn1nc(-c2ccc(F)cc2)oc1=O
    -4, 1
#61 CC1(C)CC(=O)C=C(NCc2ccco2)C1
    -2, 40*
#62 Cc1cc(NC(=O)C2CCCCC2)n(-c2nc3ccccc3[nH]2)n1
    -3, -27
#63 O=c1c(-c2ccc(Cl)cc2)[n+]([O-])c2ccccc2n1O
    4, -4
#64 O=C(O)CCC(=O)N1CCN(c2ccccn2)CC1
    -6, -6
#65 Cc1cccc(-n2c(N)cc(=O)nc2SCC(=O)Nc2ccccc2)c1
    -8, 6
#66 CN1CCN(c2oc(-c3cccs3)nc2S(=O)(=O)c2ccccc2)CC1
    3, 11
#67 C=CCNc1nc(N2CCOCC2)c(C#N)c2c1CN(C)CC2
    -3, 0
#68 CC1CCCN(C(=O)N2c3ccccc3Sc3ccccc32)C1 (stereo not drawn)
    -2, -33
#69 O=C(CCN1CCN(c2ccccc2F)CC1)c1ccc(Br)cc1
    -4, -4
#70 Cc1cccc(N(Cc2ccccc2F)S(C)(=O)=O)c1
    1, -6
#71 CN(CC(=O)O/N=C(\N)c1ccc([N+](=O)[O-])cc1)S(=O)(=O)c1ccc2ccccc2c1
    -4, 18
#72 O=S(=O)(NCc1cc(-c2ccc(Cl)cc2)no1)c1ccc(Cl)cc1
    0, 15
#73 CCOC(=O)c1cnc(SC)nc1Sc1ccccc1
    5, -46
#74 CCN(CC)c1nc(Nc2ccc(Cl)cc2)nc(OCC#N)n1
    6, -3
#75 Cc1nnsc1SCCNC(=O)c1ccc(F)cc1
    -7, -14
#76 COc1ccc(Oc2c(C)oc3c(CN4CCOCC4)c(O)ccc3c2=O)cc1
    -3, 1
#77 O=C(O)CSC(NC(=O)c1cccnc1)(C(F)(F)F)C(F)(F)F
    -5, 1
#78 CCOC(=O)c1[nH]c(C)c(CC(C)C)c1C
    1, -10
#79 Cc1cc(C)nc(NC(=O)/C=C/c2ccccc2Cl)n1
    17, 1
#80 O=C(CCNC(=O)c1ccccc1Cl)Nc1ccc(Cl)c(C(F)(F)F)c1
    13, -13
#81 O=S(=O)(NC1=NCCCCC1)c1ccc2ccccc2c1
    4, 4
#82 CC(C)OC(=O)CSc1nnc(-c2ccc(O)cc2)n1Cc1ccccc1
    -7, -10
#83 COc1ccc(CC(=O)Nc2ccc(-c3cn4ccc(C)cc4n3)cc2)cc1
    -18, -3
#84 CN1CC=C2C(C#N)=C(N)C(C#N)(C#N)[C@H](c3ccoc3)[C@H]2C1
    -6, 4
#85 Cc1cc(C)nc(N2CCCC(C(=O)NCc3ccccc3)C2)n1 (stereo not drawn)
    -1, 0
#86 COc1ccc(OC)c2[nH]c(=O)c(CCNS(=O)(=O)c3ccccc3)cc12
    1, -26
#87 COc1ccc2c(c1)CCc1c(C(=O)NCCN3CCOCC3)noc1-2
    2, 11
#88 COC(=O)c1ccccc1Sc1c(/C=N/OC(=O)c2ccccc2)c(C(F)(F)F)nn1C
    -5, 2
#89 COc1cccc(-n2ccnc2SCC(=O)Nc2cc(OC)ccc2OC)c1
    2, -44
#90 Cc1ccc2cc(CCNC(=O)c3ccc(Br)o3)c(=O)[nH]c2c1
    13, 0
#91 COc1cccc(C(=O)CSc2nnc(CNS(=O)(=O)c3ccc(C)cc3)n2C)c1
    -1, 89*
#92 COCc1[nH]nc2c1C(c1ccccc1OC)C(C#N)=C(N)O2 (stereo not drawn)
    4, -11
#93 Cn1cc(C(=O)c2ccc(Cl)cc2Cl)cc1C(=O)N/N=C(\N)COc1ccc(Cl)cc1Cl
    -2, -36
#94 O=S(=O)(Nc1ccc(F)cc1)c1ccc(NC(=S)Nc2ccccc2)cc1
    44, 11
#95 CC(=O)c1c(C)nc(-c2ccc3c(c2)OCO3)n1O
    5, 1
#96 COc1cc2c(C(=O)N3CCN(c4ccccc4)CC3)c(C)oc2cc1Br
    -7, -11
#97 C=CCn1nnc2sc3c(c2c1=O)CCC(C)C3 (stereo not drawn)
    -2, -4
#98 O=C(Oc1ccc(Cl)c2cccnc12)N1CCCCC1
    -3, 4
#99 COc1ccccc1S(=O)(=O)Nc1ccc(-c2nnc3n2CCCCC3)cc1
    7, -1
#100 COc1ccc(Cl)cc1NC(=O)CC(C)c1ccccc1 (stereo not drawn)
    8, -10
#101 CC(=O)N(C)c1ccc(NC(=S)Nc2ccccc2)cc1
    3, 1
#102 CCOCC(=O)Nc1nnc(Cc2ccc(OC)cc2)s1
    -1, 31
#103 COc1ccc(-c2cc(C(=O)NCC(C)C)no2)cc1
    -3, 3
#104 CCN1C(=O)CC(NCc2ccc3c(c2)OCO3)C1=O (stereo not drawn)
    -4, -2
#105 COc1ccc(CC(=O)Nc2c3c(nn2-c2cccc(C)c2C)CS(=O)(=O)C3)cc1
    -6, 10

Later entries:
Every second line gives: miR122 inh, PGC1a acetyl inh
#106 NC(=S)c1cc2ccc(O)cc2oc1=O
    0, -22
#107 Cc1ccc(-n2nc3cc(C)c(NC(=O)c4cccnc4)cc3n2)cc1
    4, 5
#108 CCCCOc1[nH]c2nc(-c3ccco3)n(Cc3ccco3)c(=N)c2c1C#N
    -4, -13
#109 CCOC(=O)C1=C(C)NC(SCC(N)=O)=C(C#N)C1c1cccs1 (stereo not drawn)
    -15, -5
#110 Brc1ccc(-c2nnc(-c3ccco3)o2)cc1
    -11, 9
#111 O=c1[nH]cnc2scc(-c3ccccc3)c12
    0, 7
#112 c1ccc(-c2ccccc2OCCCCN2CCCCC2)cc1
    3, -11
#113 Nc1ccc(SC(F)(F)F)cc1C(=O)c1ccccc1
    5, -30
#114 COc1cccc(-c2nnn(CCc3nn[nH]n3)n2)c1
    -4, -21
#115 O=C1CC(NCc2ccncc2)C(=O)N1c1ccccc1 (stereo not drawn)
    -13, -17
#116 CCN(CC)c1nc(N2CCOCC2)c(C#N)c2c1CN(C)CC2
    -8, -3

Only part of the results is shown, so the mix of outcomes need not match the whole.
